Compound activity: PubChem, Broad Institute
PglD DTNB: C. jejuni PglD acetyltransferase inhibitors, primary screen, biochemical, DTNB colorimetric, single point. purified PglD enzyme, DTNB colorimetric CoA detection. inhibition, % at 12.5 µM. UDP-N-acetylbacillosamine N-acetyltransferase PglD (Campylobacter jejuni). 360,000 tested, 0.098% active; in the data active = inhibition above about 16%, passing the limit was not always enough; note: strong numbers were not always called active
PGC1a acetyl inh: inhibitors of PGC1a acetylation signal, primary screen, cell-based, U2OS, AlphaScreen, inhibitor mode; AlphaScreen anti-acetyl-lysine; with virally co-expressed GCN5 acetyltransferase; inhibition, % at 15.6 µM; 350,000 tested, 0.17% active;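 active = every replicate shows inhibition of at least 40%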;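 note: 0% = neutral control wells and 100% = positive control wells; some results beyond the cut were filed as inactive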
S100A4 inh HTS: inhibitors of S100A4-myosin IIA peptide binding, primary screen, biochemical, fluorescence polarization, TAMRA-MyoIIA peptide; inhibition, % at 10.7 µM; 360,000 tested, 0.14% active; AID 652163, 2013;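 active = mean inhibition of at least 70% across replicates, with every replicate also reaching that level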
Target sequence (P26447 whole entry, looked up): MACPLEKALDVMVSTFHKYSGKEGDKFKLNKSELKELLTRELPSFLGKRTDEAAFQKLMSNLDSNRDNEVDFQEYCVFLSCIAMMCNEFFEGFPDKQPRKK
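Material: human S100A4 monomer with TAMRA-labelled myosin IIA peptide; buffer or medium: HEPES pH 7.2 with CaCl2, KCl, NaCl, DTT, Triton; compound dosing: one concentration per compound; schedule: 5 min incubation before reading; benchmarks: neutral control DMSO, positive control TFP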
ERAP1 inh: human ERAP1 aminopeptidase inhibitors, primary screen, biochemical, single point, plate reader; Endoplasmic reticulum aminopeptidase 1 (Homo sapiens), Q9NZ08; recombinant ERAP1, Leu-AMC fluorescence, 60 min; inhibition, % at 10.7 µM; 340,000 tested, 0.15% active; AID 652197, 2013;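 active = mean replicate inhibition of at least 30%, or all replicates individually reaching that 30% level; inactive = mean below 30% and not every replicate reaching it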;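 note: 0% = neutral control wells and 100% = L-leucinethiol positive control wells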
Target sequence (Q9NZ08 whole entry, looked up): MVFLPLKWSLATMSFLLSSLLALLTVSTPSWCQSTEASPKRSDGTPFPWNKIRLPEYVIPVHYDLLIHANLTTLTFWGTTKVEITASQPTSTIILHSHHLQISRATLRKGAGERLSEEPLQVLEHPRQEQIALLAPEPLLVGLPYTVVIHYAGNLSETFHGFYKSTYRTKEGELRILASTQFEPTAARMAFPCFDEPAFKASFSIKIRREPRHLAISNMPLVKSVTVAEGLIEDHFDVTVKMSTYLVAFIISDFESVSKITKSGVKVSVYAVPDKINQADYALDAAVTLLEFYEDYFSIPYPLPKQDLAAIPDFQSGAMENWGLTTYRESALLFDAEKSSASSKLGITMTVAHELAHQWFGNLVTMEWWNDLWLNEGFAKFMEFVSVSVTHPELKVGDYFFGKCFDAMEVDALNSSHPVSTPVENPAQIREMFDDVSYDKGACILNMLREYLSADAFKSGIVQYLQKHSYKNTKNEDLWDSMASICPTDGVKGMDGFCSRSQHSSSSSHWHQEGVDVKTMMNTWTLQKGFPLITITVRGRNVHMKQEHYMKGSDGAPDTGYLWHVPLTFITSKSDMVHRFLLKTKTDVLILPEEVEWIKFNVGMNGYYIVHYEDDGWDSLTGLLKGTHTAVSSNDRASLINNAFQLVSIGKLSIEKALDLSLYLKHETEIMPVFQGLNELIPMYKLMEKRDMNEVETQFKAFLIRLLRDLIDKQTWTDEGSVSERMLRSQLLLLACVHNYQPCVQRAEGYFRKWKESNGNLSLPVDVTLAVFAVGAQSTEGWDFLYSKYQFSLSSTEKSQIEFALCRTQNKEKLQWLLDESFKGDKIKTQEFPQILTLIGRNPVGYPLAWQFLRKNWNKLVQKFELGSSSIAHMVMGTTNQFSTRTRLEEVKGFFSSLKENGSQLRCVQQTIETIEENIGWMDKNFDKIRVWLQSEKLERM
LGR2 antag: inhibitors of bursicon-induced LGR2 CRE-luciferase signal, primary screen, cell-based, HEK293, CRE-luciferase reporter, bursicon stimulation; Drosophila bursicon receptor LGR2 (rickets); bursicon-stimulated, 4 h; inhibition, % at 9.99 µM; 380,000 tested, 0.35% active; AID 720647, 2013;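 active = drop in luminescence signal, shown as inhibition above about 50% in the replicate tests, limit read from the data, passing the limit was not always enough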;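 note: agonist challenge used bursicon conditioned medium at about half maximal strength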
FN deposition inh: inhibitors of fibronectin matrix deposition, primary screen, AH1F cells, Alexa488-fibronectin fluorescence, plate reader. AH1F fibroblasts, overnight. AID 743247, 2014. 350,000 tested, 0.086% active. inhibition, % at 12.6 µM;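 active = mean inhibition across replicates of 30% or more, regardless of how many single replicates reach that level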;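 note: positive control wells lacked labelled fibronectin entirely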
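Material: AH1F fibroblast monolayer depositing Alexa488-labelled fibronectin into matrix / Amount: 10000 AH1F cells per well / Signal: fluorescence 485/525 nm / Medium: DMEM, 2% serum / Compound: single dose, pinned / Incubation: 1 h cell adhesion before compound, then overnight fibronectin incubation / Reagent: Alexa488-FN, 24 nM final / Read-out: inhibition of fibronectin deposition signal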
PAX8 inh HTS: inhibitors of PAX8-driven TPO luciferase reporter, primary screen, RMG-I cells, single concentration | 360,000 tested, 1.2% active | AID 652154, 2013 | inhibition, % at 12.6 µM | SteadyGlo, 24 h;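 active = mean replicate inhibition at least 60% with every replicate also reaching 60%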;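 note: luciferase light reporting Pax8 driven TPO promoter activity; plate controls were median of neutral control wells for no effect and mitoxantrone controls for full effect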
The depositor's hits bear a star; / = not tested or not shown. A portion of the library (hit frequency here may not be typical).

1) Fc1ccc(C2=CCN(C(c3cccs3)c3nnnn3CCc3ccccc3)CC2)cc1 (stereo unspecified)
2) CN(C)c1cc(N)c2c(n1)CCC2 (tested in a mixture with another compound)
3) CCN(CC)c1ccc(N=Cc2c(O)n(-c3ccccc3C)c(=O)[nH]c2=O)cc1
4) Fc1ccc(N2CCN(Cc3ccc4c(c3)OCO4)CC2)cc1
5) C=CCn1c(O)c(C(CC)=NC2CC2)c(=O)[nH]c1=O
6) Cc1ccc(S(=O)(=O)Cc2ccc(C(=O)N3CCC4(CC3)OCCO4)o2)cc1
screen / no.	1	2	3	4	5	6
PglD DTNB	-1	0	0	4	-2	6
PGC1a acetyl inh	-20	8	-3	1	1	0
S100A4 inh HTS	/	/	/	/	/	/
ERAP1 inh	/	/	/	/	/	/
LGR2 antag	/	/	/	/	/	/
FN deposition inh	8	-12	0	1	2	-9
PAX8 inh HTS	/	/	/	/	/	/

7) CCCCCCn1c(O)c(C(C)=NC)c(=O)[nH]c1=O
8) CCOC(=O)CC1=C(C(=O)OCC)C2(C(=O)Nc3ccccc32)C(C#N)=C(N)O1 (stereo unspecified)
9) O=C(c1ccccc1)c1cn(CC(=O)N2CCCc3ccccc32)c2ccccc12
10) O=c1c2ccccc2nc(N2CCCC2)n1-c1ccc(Cl)cc1
11) CN1CCN(c2ccc(NC(=O)Oc3ccccc3)cc2)CC1
12) CC(C)CC12CN3CCN(CC(C3)/C1=N/O)C2
screen / no.	7	8	9	10	11	12
PglD DTNB	-3	-1	4	3	-5	2
PGC1a acetyl inh	9	9	-9	/	/	/
S100A4 inh HTS	/	/	/	/	/	/
ERAP1 inh	/	/	/	/	/	/
LGR2 antag	/	/	/	/	/	/
FN deposition inh	-1	5	7	-3	5	5
PAX8 inh HTS	/	/	/	-2	2	-10

Reprinted from the part before: 2 compounds; new compounds follow.
11) CN1CCN(c2ccc(NC(=O)Oc3ccccc3)cc2)CC1
12) CC(C)CC12CN3CCN(CC(C3)/C1=N/O)C2
13) CN1CCN(Cc2ccccc2C(F)(F)F)CC1
14) CCOC(=O)c1c(-c2ccccc2)oc2ccc(OC(=O)N(C)C)cc12
15) O=S(=O)(c1ccc(Cl)cc1)N1CN2CCN(C2)C1
16) Cc1cc(C)nc(/N=C(\N)c2c(O)[nH]c(=O)[nH]c2=O)n1
17) CC(=O)c1c(O)n(C)c(=S)n(-c2ccccc2)c1=O
18) CCC(=NCc1ccco1)c1c(O)n(Cc2ccccc2)c(=O)[nH]c1=O
screen / no.	11	12	13	14	15	16	17	18
PglD DTNB	-5	2	-7	1	1	-2	-1	-7
PGC1a acetyl inh	/	/	/	/	/	/	/	/
S100A4 inh HTS	/	/	/	/	/	/	/	/
ERAP1 inh	/	/	/	/	/	/	/	/
LGR2 antag	/	/	/	/	/	/	/	/
FN deposition inh	5	5	-17	-2	1	-9	1	2
PAX8 inh HTS	2	-10	2	1	-12	-22	-12	-8

19) CCOC(=O)Cn1cc(C(=O)c2ccccc2F)c2ccccc21
20) O=P(c1ccccc1)(c1nc2ccccc2s1)N1CCOCC1 (stereo unspecified)
21) CCOc1ccc(N2C(=O)NC(=O)/C(=C\c3cc(OC)c(OC)cc3[N+](=O)[O-])C2=O)cc1
22) Cc1ccc(C(=O)C2(C)N(O)C(C)C(c3cccs3)=[N+]2[O-])cc1 (stereo unspecified)
23) CN(C)C(=O)Nc1cccc(OC(=O)N(C)C)c1
24) Cc1cccc(C(=O)Nc2ccc(Cl)cc2C(=O)c2ccccc2)c1
screen / no.	19	20	21	22	23	24
PglD DTNB	-1	3	-5	/	/	/
PGC1a acetyl inh	/	/	/	/	-7	-16
S100A4 inh HTS	/	/	9	-3	/	/
ERAP1 inh	/	/	/	-2	/	/
LGR2 antag	/	/	/	2	/	17
FN deposition inh	-2	-17	2	/	-2	4
PAX8 inh HTS	6	15	/	/	12	/

Given with two lines to a compound: three of the compounds above
Under each structure: PglD DTNB, PGC1a acetyl inh, S100A4 inh HTS, ERAP1 inh, LGR2 antag, FN deposition inh, PAX8 inh HTS
[22] Cc1ccc(C(=O)C2(C)N(O)C(C)C(c3cccs3)=[N+]2[O-])cc1 (stereo unspecified)
  /, /, -3, -2, 2, /, /
[23] CN(C)C(=O)Nc1cccc(OC(=O)N(C)C)c1
  /, -7, /, /, /, -2, 12
[24] Cc1cccc(C(=O)Nc2ccc(Cl)cc2C(=O)c2ccccc2)c1
  /, -16, /, /, 17, 4, /

Carrying on:
25) COc1ccc(CC(=O)N2CCN(C)CC2)cc1OC
26) CCOC(=O)C(=CNc1ccc(C(O)(C(=O)OCC)C(F)(F)F)cc1C)C(=O)OCC (stereo unspecified)
27) COc1ccccc1CCNC1CCCC(C)C1 (stereo unspecified)
28) CC1CC(NC(=O)C2C3CCC(O3)C2C(=O)O)CC(C)(C)C1 (stereo unspecified)
29) C=CCc1cc(C=C2C(=O)N(C)C(=O)N(C)C2=O)cc(OCC)c1OCc1ccccc1
30) C=C(C)Cn1c(=O)n(CC2CS2)c2ccccc21 (stereo unspecified)
screen / no.	25	26	27	28	29	30
PglD DTNB	/	/	/	/	/	/
PGC1a acetyl inh	-30	/	/	/	/	/
S100A4 inh HTS	/	/	/	/	/	/
ERAP1 inh	/	/	/	/	/	/
LGR2 antag	1	0	17	1	-2	0
FN deposition inh	2	-10	2	8	1	2
PAX8 inh HTS	/	5	6	-15	13	-8

31) O=c1[nH]c(=O)n(-c2ccccc2)c(O)c1/C=C1/C(c2ccccc2)=Nc2ccccc21
32) Cc1nc2cc([N+](=O)[O-])ccc2c(=O)n1-c1ccccc1[N+](=O)[O-]
33) Cc1c(C(c2ccccc2Cl)c2c(O)c3ccccc3oc2=O)c(=O)n(-c2ccccc2)n1C (stereo unspecified)
34) CN1C(=O)/C(=C\N2CCc3ccccc32)C(=O)NC1=S
35) CC(O)CNc1ccc([N+](=O)[O-])c2cccnc12 (stereo unspecified)
36) Cc1ccc(N2C(=O)NC(=O)/C(=C\c3ccc(N4CCOCC4)cc3)C2=O)cc1
screen / no.	31	32	33	34	35	36
PglD DTNB	/	/	/	/	/	/
PGC1a acetyl inh	/	/	/	/	/	/
S100A4 inh HTS	/	/	/	/	/	/
ERAP1 inh	/	/	/	/	/	/
LGR2 antag	6	-10	-2	-6	26	-4
FN deposition inh	-3	-7	0	5	4	-3
PAX8 inh HTS	-14	3	22	20	4	-50

37) Cc1cccc2c1=NC(=O)/C(=C/c1c(O)[nH]c(=O)[nH]c1=O)C=2
38) Nc1ccc(Cl)cc1C(=O)c1ccccc1Cl
39) Cc1ccc(-c2nc3ccccc3c(=O)n2-c2ccncc2)cc1
40) O=C1NC(=O)N(c2ccc(F)cc2)C(=O)/C1=C/c1ccc2c(c1)CCCN2Cc1ccccc1
41) CCN(CC)S(=O)(=O)c1cc(NC(=O)C(C)N2CC=C(c3ccccc3)CC2)ccc1C (stereo unspecified)
42) O=c1[nH]c(=S)n(-c2ccccc2)c(O)c1/C=N/N1CCOCC1
screen / no.	37	38	39	40	41	42
PglD DTNB	/	/	/	/	/	/
PGC1a acetyl inh	/	/	/	/	/	/
S100A4 inh HTS	/	/	/	/	/	/
ERAP1 inh	/	/	/	/	/	/
LGR2 antag	20	10	-10	3	21	31
FN deposition inh	2	-12	-3	-1	-8	-5
PAX8 inh HTS	-9	-6	-35	2	-4	-32

43) O=C(NC1CN2CCC1CC2)c1ccc(-c2ccc([N+](=O)[O-])cc2)o1 (stereo unspecified)
44) Cc1c(C(c2ccc(F)cc2)c2c(O)c3ccccc3oc2=O)c(=O)n(-c2ccccc2)n1C (stereo unspecified)
45) C/C(=N\N1CCN(C)CC1)c1c(O)n(Cc2ccccc2)c(=O)[nH]c1=O
46) CC1CCN(C(=O)c2ccc(N3CC4CC(C3)c3cccc(=O)n3C4)c([N+](=O)[O-])c2)CC1 (stereo unspecified)
47) CC(C)CCCn1c(O)c(/C=C2/C=CC=N2)c(=O)[nH]c1=O
48) Fc1cccc(C2NCCc3[nH]cnc32)c1 (stereo unspecified)
screen / no.	43	44	45	46	47	48
PglD DTNB	/	/	/	/	/	/
PGC1a acetyl inh	/	/	/	/	/	/
S100A4 inh HTS	/	/	/	/	/	/
ERAP1 inh	/	/	/	/	/	/
LGR2 antag	-31	-24	-29	-2	-15	10
FN deposition inh	1	28	-2	8	6	13
PAX8 inh HTS	18	9	7	-11	-11	-9

49) CNC(=S)N/N=C1\C2CN3CCN(C2)CC1(c1ccccc1)C3
50) O=S(=O)(c1ccccc1)N1CC1c1ccccc1 (stereo unspecified)
51) Cc1c(C=O)c2ccccc2n1Cc1cccc(F)c1
52) Cc1cccc(OP(=O)(Oc2cccc(C)c2)OC(c2ccccc2)C(F)(F)F)c1 (stereo unspecified)
53) Clc1ccccc1CNC1CN2CCC1CC2 (stereo unspecified)
54) CCC(C)N1C(=O)/C(=C\c2ccc(N3CCCCCC3)cc2)C(=O)NC1=S (stereo unspecified)
screen / no.	49	50	51	52	53	54
PglD DTNB	/	/	/	/	/	/
PGC1a acetyl inh	/	/	/	/	/	/
S100A4 inh HTS	/	/	/	/	/	/
ERAP1 inh	/	/	/	/	/	/
LGR2 antag	10	-1	-6	-7	-1	1
FN deposition inh	-9	7	6	-3	-6	-9
PAX8 inh HTS	10	-40	15	7	1	-4

55) Cc1cc(C=C2C(=O)N(C)C(=O)N(C)C2=O)c(C)n1-c1ccccc1
56) CCOC(=O)C(O)(c1ccc(N(C)C(=O)c2ccc(Cl)c(Cl)c2)cc1)C(F)(F)F (stereo unspecified)
57) N#CCCn1cc(C(=O)Nc2ccccc2Br)c(-c2ccc3c(c2)OCCO3)n1
58) O=C(CN1CC=C(c2ccccc2)CC1)Nc1c(Cl)cccc1Cl
59) O=C1NC(=O)N(CCNc2ncc(C(F)(F)F)cc2Cl)C(=O)C1Cc1ccc(Cl)cc1 (stereo unspecified)
60) CC1CCCN(C(=O)c2ccc(N3CC4CC(C3)c3cccc(=O)n3C4)c([N+](=O)[O-])c2)C1 (stereo unspecified)
61) N#CC1=C(N)Oc2c(c(=O)oc3ccccc23)C1c1ccccc1OC(=O)c1cccs1 (stereo unspecified)
62) COP(=O)(OC)C1(O)C(=O)Nc2ccc(Br)cc21 (stereo unspecified)
screen / no.	55	56	57	58	59	60	61	62
PglD DTNB	/	/	/	/	/	/	/	/
PGC1a acetyl inh	/	/	/	/	/	/	/	/
S100A4 inh HTS	/	/	/	/	/	/	/	/
ERAP1 inh	/	/	/	/	/	/	/	/
LGR2 antag	-7	13	-3	2	-3	7	5	3
FN deposition inh	-9	-7	5	-2	-5	-2	1	0
PAX8 inh HTS	-14	12	5	10	-11	2	0	-4

Gathered by group, those above containing bromine (2)
57) N#CCCn1cc(C(=O)Nc2ccccc2Br)c(-c2ccc3c(c2)OCCO3)n1
62) COP(=O)(OC)C1(O)C(=O)Nc2ccc(Br)cc21 (stereo unspecified)
screen / no.	57	62
PglD DTNB	/	/
PGC1a acetyl inh	/	/
S100A4 inh HTS	/	/
ERAP1 inh	/	/
LGR2 antag	-3	3
FN deposition inh	5	0
PAX8 inh HTS	5	-4
